PERK inhibitor: blocks human PERK kinase. CHO PERK-DD fusion, SEAP luminescence translation reporter. Q9NZJ5. 220,000 tested, 0.17% active. inhibition, % at 5.6 µM;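 active means inhibition above the mean inhibition of all tested compounds plus 3 SD, set separately per screening campaign, cut at about 2.9% in these data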;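 further: PERK kinase domain activated by AP20187 dimerizer at 100 nM; 0% = DMSO with dimerizer and 100% = rapamycin at 8.4 µM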
S1P4 agonist: agonists of human S1P4 receptor | AID 1509 | 220,000 tested, 0.35% active | S1P4-expressing cell line, agonist reporter assay | activation, % at 4.98 µM | O95977; in the data active means activation above about 11%;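 further: 0% = DMSO vehicle and 100% = reference agonist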
Target sequence (O95977 whole entry, looked up): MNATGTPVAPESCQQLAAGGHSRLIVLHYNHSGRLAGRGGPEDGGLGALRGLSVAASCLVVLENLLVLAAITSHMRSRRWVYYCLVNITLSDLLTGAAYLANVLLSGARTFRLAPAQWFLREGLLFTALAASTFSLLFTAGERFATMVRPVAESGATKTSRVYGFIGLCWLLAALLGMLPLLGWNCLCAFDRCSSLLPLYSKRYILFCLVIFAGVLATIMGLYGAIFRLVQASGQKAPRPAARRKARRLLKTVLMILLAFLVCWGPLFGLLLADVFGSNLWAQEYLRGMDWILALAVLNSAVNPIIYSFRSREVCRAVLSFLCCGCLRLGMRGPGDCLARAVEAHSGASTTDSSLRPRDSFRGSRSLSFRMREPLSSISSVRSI
S1P4 antag: human S1P4 receptor antagonism. O95977. S1P4-expressing cells, antagonist mode, reporter read-out. inhibition, % at 4.98 µM. 220,000 tested, 0.26% active; in the data active means inhibition above about 29%;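 further: 0% = wells stimulated with agonist and 100% = vehicle wells without agonist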
Calpain2 inh: blocks pig calpain II enzyme activity | inhibition, % at 16 µM | purified calpain II, fluorogenic peptide substrate, 30 min | 220,000 tested, 0.37% active;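 active means inhibition above about 50%, limit read from the data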
TRPML3 agonist: activates the human TRPML3 channel. 220,000 tested, 0.29% active. Q8TDD5. activation, % at 3 µM. HEK293 TRPML3-YFP, Fluo-8 calcium fluorescence; 100% = the carbachol control signal;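 active means activation above its plate's cutoff, the mean activation of the plate's test wells plus 3 SD, cut at about 12% in these data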;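 further: 0% = DMSO only wells and 100% = carbachol wells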
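Test system – HEK293 line with stable expression of human TRPML3-YFP channel · Control set – carbachol 87 µM final as high control (100%), DMSO as low control (0%) · Signal – Fluo-8 calcium dye fluorescence, ex 470-495, em 515-575 nm · Incubation – 1-h 37 °C dye load, 5-s basal, 120-s post-compound reads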
EP2 mod: modulators of human EP2 prostaglandin E2 receptor. P43116. EP2-expressing cells, cAMP HTRF FRET, PGE2 co-stimulation. induction, % at 25 µM. 260,000 tested, 0.83% active;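 active means compounds whose cAMP rise, as percent of the full-agonist control response, exceeds 60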;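 further: rat C6 glioma line stably carrying human EP2 under a CMV promoter; the protocol text gives 20 µM as final concentration; 100% = response of wells given 1 µM PGE2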
Target sequence (P43116 whole entry, looked up): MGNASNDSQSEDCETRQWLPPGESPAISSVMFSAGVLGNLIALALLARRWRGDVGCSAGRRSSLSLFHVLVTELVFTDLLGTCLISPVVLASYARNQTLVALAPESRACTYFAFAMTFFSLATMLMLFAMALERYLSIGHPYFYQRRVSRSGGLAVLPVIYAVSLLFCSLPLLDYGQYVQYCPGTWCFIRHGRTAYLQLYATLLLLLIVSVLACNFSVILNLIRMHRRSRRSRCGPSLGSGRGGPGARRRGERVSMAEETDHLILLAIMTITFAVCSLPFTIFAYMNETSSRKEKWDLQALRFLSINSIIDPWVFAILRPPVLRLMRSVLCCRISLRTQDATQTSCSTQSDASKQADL
BaF3 tox: counter-screen for JAK2V617F inhibitors: parental Ba/F3 viability inhibitors; AID 1486; CellTiter-Glo ATP luminescence; 220,000 tested, 1.1% active; inhibition, % at 5.6 µM;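 active means inhibition above a per-campaign cutoff, the mean inhibition of all tested compounds plus 3 SD, cut at about 27% in these data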;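 further: 0% = DMSO wells and 100% = JAK Inhibitor I control wells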
Ba/F3 V617F tox: lowers viability of Ba/F3 cells expressing EpoR and JAK2V617F | ATP luminescence | inhibition, % at 5.6 µM | 220,000 tested, 1.1% active | AID 1446;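 active means inhibition above the campaign mean plus 3 SD over all tested compounds, cut at about 24% in these data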;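 further: cytokine-independent growth of Ba/F3 cells driven by EpoR plus mutant JAK2; 0% = DMSO-treated cells and 100% = JAK inhibitor I control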
zfTRPN1 agonist: zebrafish TRPN1 (NompC) channel agonism. HEK293 zebrafish TRPN1-YFP, Fluo-8 calcium fluorescence; 100% = response to 87 µM carbachol. AID 1424. activation, % at 3 µM. 220,000 tested, 0.18% active;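 active means activation above its plate's cutoff, the mean activation of test wells on that plate plus 3 SD, cut at about 19% in these data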;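 further: 0% = DMSO alone and 100% = 87 µM carbachol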
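Material: zebrafish TRPN1-YFP in HEK293 cells; Doses: single test compound dose, 3 µM nominal, 0.3% DMSO; Timing: dye loading 1 h at 37 °C, then 30 min room temperature; Technique: intracellular calcium fluorescence with Fluo-8; Benchmarks: high carbachol 87 µM, low DMSO alone.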
* marks the source's active call; other numbers are inactive results; x = not tested or not shown; & = joins results of further samples.

SMILES	PERK inhibitor	S1P4 agonist	S1P4 antag	Calpain2 inh	TRPML3 agonist	EP2 mod	BaF3 tox	Ba/F3 V617F tox	zfTRPN1 agonist
CCc1ccc(OCc2nnc(SCC(=O)NCc3ccco3)o2)cc1	0.6	-1.2	-16	-10	-1.3	-2	8	12	-0.2
O=C(CCCn1c(=S)[nH]c2ccsc2c1=O)NCc1ccco1	1.4	0.9	-19	8	0.6	20	2	0	-0.5
CCOC(=O)Cn1nnnc1CN(Cc1cccs1)Cc1cc2cc(C)ccc2[nH]c1=O	-2.0	2.6	16	-3	-0.3	-9	2	-1	-0.8
COc1ccc(/C=N/NC(=O)c2ccncc2)cc1Cn1nc([N+](=O)[O-])c(Br)c1C	0.0	-0.1	-7	-48	1.1	-31	1	-1	2.4
S=c1[nH]c(-c2ccccc2)cn1/N=C/c1cccnc1	-0.5	-0.5	-1	-6	0.0	-28	0	-2	-0.7
CCOc1cc(/C=C2\CCC/C(=C\c3cc(Cl)c(O)c(OCC)c3)C2=O)cc(Cl)c1O	0.5	2.2	7	-106	0.1	-1	-2	-3	-0.7
COc1cc(OC)c(C(=O)OCC(=O)N2CC(=O)Nc3ccccc32)cc1OC	-0.7	0.9	5	-2	0.1	-2	0	1	1.6
O=C(CNC(=O)c1ccco1)OCC(=O)c1ccc2ccccc2c1	-0.6	1.1	-15	-86	-0.2	24&-5	4	-1	-0.2
CC1(C)Cc2cccc(C(=O)NC3CCN(Cc4ccccc4)CC3)c2O1	-1.6	2.1	12	-1	-0.1	2	0	1	2.0
COCCSc1nnc(NC(=O)Cc2ccc(OC)cc2)s1	-0.3	0.3	-4	-5	0.0	-3	6	1	-1.3
Cn1c(CN2CCN(c3ccc(Cl)cc3)CC2)nc2ccccc21	-0.9	1.4	6	1	-0.3	-47	4	0	1.9
Cc1cc(C)nc(NS(=O)(=O)c2ccc(N/C=C/C(=O)c3ccc(Cl)c(Cl)c3)cc2)n1	0.4	-1.2	-7	-180	0.7	-6	5	1	0.4
COc1ccc(CC2(CO)CCN(Cc3cnn(C)c3C)CC2)cc1	0.0	17*	8	-23	0.0	7	6	-1	0.3
COCc1cc(=O)n2[nH]c(SCc3ccccc3)nc2n1	-0.3	2.7	-7	-8	0.7	26	4	-1	0.0
Cn1c(=NC(=O)c2ccc3c(c2)OCCO3)sc2cc(S(C)(=O)=O)ccc21	0.3	-1.9	1	-21	0.3	-9	11	5	0.5
CCC(C)(C(=O)NC1CCCCC1)N(Cc1ccco1)C(=O)CNC(=O)c1ccccc1 (centres undefined)	-1.2	-0.6	-9	7	-0.3	13	9	2	-0.7
c1ccc(-c2noc(C34CC5CC(CC(C5)C3)C4)n2)nc1	0.1	0.3	5	-1	0.5	12	4	-1	0.5
C[C@@H]1NC(=O)c2cc([N+](=O)[O-])cc(F)c2NCCC[C@@H](C(N)=O)NC(=O)[C@H](CC(N)=O)NC1=O	-0.2	1.3	-28	3	1.0	12	7	0	1.2
CN(Cc1cc2ccccc2[nH]c1=O)C(=O)c1cccs1	0.6	0.4	-6	-27	0.8	-3	7	-2	1.2
O=C(C1CCCN1S(=O)(=O)c1cccc2cccnc12)N1CCc2ccccc21 (centres undefined)	-0.9	-0.6	-11	-19	-0.2	-2	1	-5	-0.7
CC(=O)NC(c1ccc(F)cc1)c1cccnc1 (centres undefined)	0.2	-0.2	-6	24	1.1	15	5	5	0.7
CCN(CC)c1ccc(NC(=O)c2cccc(OC)c2)c(C)c1	0.7	0.8	0	14	0.1	14	6	1	-2.7
Cc1cccc(N(CC(=O)N2CCOCC2)S(C)(=O)=O)c1	1.1	1.1	-12	0	1.0	6&17	-1	-1	0.3
Cc1cc(/C=N/NC(=O)CC2(C)OCCO2)c(C)n1-c1ccc(Cl)c(Cl)c1	-0.3	1.5	-30	-34	1.4	-27	3	-6	-0.2
O=C(CNC(=O)c1cccs1)N/N=C/c1ccc(O)cc1O	0.0	-1.2	4	-58	0.1	20	8	4	0.7
COCCCNC(=O)CCCOc1ccccc1	0.2	1.8	-31	-13	0.6	-2	8	2	0.5
COc1ccc(NC(=O)c2cn(CCC#N)nc2-c2cc3ccccc3o2)cc1	0.6	-0.8	-30	-4	0.8	-59	3	7	4.3
Cc1cc(=O)oc2cc(OCC(=O)OCC(=O)N3CCc4ccccc43)ccc12	-0.1	-2.0	2	x	-0.1	x	5	2	0.0
CCCCCSc1nc(O)cc(=O)[nH]1	0.0	-0.2	0	-6	0.7	7	1	-4	0.1
CCOC(=O)C1CCN(Cc2c(O)ccc3ccccc23)CC1	-0.4	-1.0	-10	-26	0.5	5	2	-3	0.1
CNc1nc(N)nc(OC(C(F)(F)F)C(F)(F)F)n1	1.8	-1.2	-3	-24	1.1	38	-4	-2	-0.4
O=C(NC1CCCCC1)NC1(C(=O)NCCCN2CCOCC2)CCCCC1	-0.1	-0.1	8	15	-0.4	13&-6	-2	-4	-0.9
Cc1cc2nc(SCC(=O)O)nc(C)c2cc1C	0.6	1.6	-10	-5	0.5	22	3	-1	0.3
CNS(=O)(=O)c1cc(Cl)ccc1Sc1ccccc1C(=O)O	1.2	-0.5	-2	12	0.8	2	-2	-2	-0.4
CC(C)N(Cc1cn[nH]c1-c1ccc(-c2ccccc2)cc1)Cc1nccn1C	-0.5	-0.6	3	-8	0.7	-2	-1	-1	-1.5
CN(C)CCOC(=O)CCc1ccccc1	0.0	0.0	11	13	0.8	29	4	-2	1.4

2 entries from above, as comma-separated lines:
Structure,PERK inhibitor,S1P4 agonist,S1P4 antag,Calpain2 inh,TRPML3 agonist,EP2 mod,BaF3 tox,Ba/F3 V617F tox,zfTRPN1 agonist
O=C(CNC(=O)c1cccs1)N/N=C/c1ccc(O)cc1O,0.0,-1.2,4,-58,0.1,20,8,4,0.7
COCCCNC(=O)CCCOc1ccccc1,0.2,1.8,-31,-13,0.6,-2,8,2,0.5

Next section:
SMILES	PERK inhibitor	S1P4 agonist	S1P4 antag	Calpain2 inh	TRPML3 agonist	EP2 mod	BaF3 tox	Ba/F3 V617F tox	zfTRPN1 agonist
COc1ccc2[nH]cc(C(=O)CN3CCCCC3C)c2c1 (centres undefined)	0.0	0.0	-6	-17	1.2	0	1	0	1.0
O=C(COC(=O)c1cccnc1Nc1cccc(C(F)(F)F)c1)NCCN1C(=O)CSC1=O	2.6	1.3	-5	-36	0.0	-37	3	-1	2.3
COc1ccc(N2CC(C)Cn3c2nc2c3c(=O)n(Cc3ccccc3F)c(=O)n2C)c(OC)c1 (centres undefined)	-0.9	0.4	2	10	-0.9	24	9	1	-2.8
Cc1nn(-c2ccccc2)c(N)c1C1(O)C(=O)Nc2ccc([N+](=O)[O-])cc21 (centres undefined)	0.1	0.2	-9	33	1.1	8	1	1	-0.1
CCCn1nc(C(=O)OCC(=O)NC(C)c2ccccc2)c2ccccc2c1=O (centres undefined)	0.2	3.6	-7	-18	-1.8	5	8	0	-0.4
CCCOc1ccc(C(CC(=O)O)NC(=O)c2sc3ccccc3c2Cl)cc1 (centres undefined)	0.9	0.1	-7	16	0.8	19	5	-1	-0.9
CCc1nc(SCC(=O)Nc2nnc(CC)s2)c2c(C)c(C)sc2n1	1.5	-0.1	-17	-6	0.7	14	-1	-4	1.3
Cc1cccc(COc2ncnc3nc[nH]c23)c1	0.1	2.9	-15	0	1.3	21	3	0	1.4
Nc1[nH]c(=S)nc2nc(-c3ccccc3)c(-c3ccccc3)nc12	0.3	2.4	-2	-23	-0.3	25	7	0	-1.8
COc1cc(CCC(=O)N2CCN(c3ccc(N4CCOCC4)nn3)CC2)cc(OC)c1OC	1.9	1.2	-8	-318	0.0	-4	5	-2	1.0
CC(=O)N(Cc1ccccc1)c1ccccc1C(=O)O	-0.1	2.4	-10	-28	0.1	12	-3	1	1.0
COC(=O)Nc1ccccc1C(=O)N1CCC(O)(c2ccc(Cl)cc2)CC1	0.8	0.7	-4	-6	0.1	-10	3	-2	1.3
CC(CNC(=O)CC(C)(C)C)NC(=O)CC(C)(C)C (centres undefined)	0.5	-0.7	-11	20	0.0	7	2	-5	-1.5
Cc1cc(C)c(S(=O)(=O)N2CCCCC2)c(C)c1-n1ncnn1	0.5	-3.1	-8	4	1.1	28	3	-3	-0.7
Cc1c(-c2cccc(Cl)c2)nc2ccccc2c1C(=O)OCC(=O)Nc1ccc2c(c1)OCO2	-0.1	0.2	-21	-1	0.5	5	6	0	-1.6
COc1ccc(Oc2ncccc2NC(=O)c2cccc(C)c2C)cc1	-1.7	0.2	-1	25	-1.0	12	0	1	-1.5
CCCOC(=O)c1[nH]c2c(c1C)C(=O)CC(c1cc(OC)c(OC)c(OC)c1)C2 (centres undefined)	-1.4	1.2	-14	13	1.1	0	41*	17	8.4
O=C(NC(=S)Nc1ccc(S(=O)(=O)N2CCCCC2)cc1)c1cccs1	0.0	-0.6	-14	20	0.8	-14	5	4	2.2
CCOc1ccc(-c2ccc(C=O)o2)c([N+](=O)[O-])c1	0.7	-1.3	-16	-20	0.3	-9	9	-1	-2.2
Cc1nc2cc(C(F)(F)F)ccc2n1C1CCN(C(=O)N2CCOCC2)CC1	-0.2	0.4	5	-21	0.2	-14&-9	3	1	-0.2
Cc1cccc(Oc2nc(CN3CCOCC3)nc3sc4c(c23)CCCC4)c1	-1.1	1.5	-1	-26	0.9	39	11	-1	-1.1
c1ccc(-n2nnnc2SCc2ccccn2)cc1	-0.2	-0.5	-20	-16	0.7	10	9	3	0.9
CC(=O)NC(CSc1cc(C)nc2ccc(Br)cc12)C(=O)O (centres undefined)	2.4	0.9	-5	-13	0.3	64*	-1	-1	-0.3
Cc1ccc(/C=C2\SC(=S)N(/N=C/c3cc([N+](=O)[O-])ccc3O)C2=O)o1	1.4	0.1	-8	-8	1.3	-54	7	-2	1.6
CSc1ncccc1C(=O)Nc1ccc(F)c(F)c1F	0.8	-2.2	-20	15	-0.8	-15	-4	-5	-3.4
CCOCC(O)CSCc1ccc(Cl)cc1 (centres undefined)	-0.3	1.0	8	7	0.2	1	2	2	0.1
O=C(NCc1ccc(Cl)cc1)C(=O)NCC(c1cccnc1)N1CCN(c2ccc(F)cc2)CC1 (centres undefined)	0.3	0.1	-5	10	0.3	2	4	0	1.0
CCOc1cc(/C=N\Nc2nc(-c3ccc(C)cc3)c(NC(C)=O)s2)ccc1O	-0.1	1.4	10	-20	-0.6	-22	-4	-2	0.6
C=CCc1cc(/C=C2/NC(=O)NC2=O)cc(OCC)c1O	1.6	-2.5	-8	-20	-0.5	28	0	-2	0.1
COc1ccc(CN(CCN2CCOCC2)C(=O)c2c(F)cccc2F)cc1OC	-1.1	1.1	-6	-6	0.4	0	3	-2	1.4
CS(=O)(=O)c1ccc2nc(NC(=O)CCN3C(=O)c4ccccc4C3=O)sc2c1	0.3	-0.6	-8	6	0.1	-6	4	0	-0.2
CCOC(=O)CSc1nc(-c2ccccc2)ns1	0.6	0.1	-1	6	-0.3	18	1	-1	-3.6
N#Cc1c(-c2ccccc2)ccnc1Oc1ccccc1	0.8	0.0	9	-8	-1.4	28	4	-2	-1.2

Grouped by structure: those above containing bromine
SMILES	PERK inhibitor	S1P4 agonist	S1P4 antag	Calpain2 inh	TRPML3 agonist	EP2 mod	BaF3 tox	Ba/F3 V617F tox	zfTRPN1 agonist
COc1ccc(/C=N/NC(=O)c2ccncc2)cc1Cn1nc([N+](=O)[O-])c(Br)c1C	0.0	-0.1	-7	-48	1.1	-31	1	-1	2.4
CC(=O)NC(CSc1cc(C)nc2ccc(Br)cc12)C(=O)O (centres undefined)	2.4	0.9	-5	-13	0.3	64*	-1	-1	-0.3
